Source: PubChem BioAssay (National Center for Advancing Translational Sciences (NCATS))
HttQ103 aggreg: mutant huntingtin aggregation inhibition; PC12 HttQ103-GFP aggregates, Acumen cytometry, 40 h; Potency, µM (highest dose often 46.1 µM), for inactives: top-dose activity change, negative = inhibition, most hits filed as inhibitors; actives 1.1% (n = 220,000); also: % is scaled to controls: 0 for no effect and ±100 for the full control effect; nearly all actives have a fitted effect of over 60% in size
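Multiplexed with ATP-based cell death, this channel scores GFP aggregates in PC12 cells expressing inducible HTTex1-Q103-GFP. Induction used 100 nM tebufenozide; compounds were tested in concentration series.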
ALDH1A1 block: ALDH1A1 (human) enzyme inhibition; Purified ALDH1A1, NADH fluorescence, propionaldehyde substrate; Potency, µM (series often up to 75.3 µM), for inactives: at the highest dose activity, negative = inhibition, actives largely listed as inhibitors; actives 7.3% (n = 220,000); AID 1030; active = well fitted inhibition curve with a large enough effect, not every such curve was filed as active; inconclusive = small, poorly fitted or top-dose-only effect, or another doubt; inactive = no such curve, though single readings can be large or run the other way;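 also: plate controls were no enzyme wells and a reference inhibitor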
Target sequence (P00352 whole entry, looked up): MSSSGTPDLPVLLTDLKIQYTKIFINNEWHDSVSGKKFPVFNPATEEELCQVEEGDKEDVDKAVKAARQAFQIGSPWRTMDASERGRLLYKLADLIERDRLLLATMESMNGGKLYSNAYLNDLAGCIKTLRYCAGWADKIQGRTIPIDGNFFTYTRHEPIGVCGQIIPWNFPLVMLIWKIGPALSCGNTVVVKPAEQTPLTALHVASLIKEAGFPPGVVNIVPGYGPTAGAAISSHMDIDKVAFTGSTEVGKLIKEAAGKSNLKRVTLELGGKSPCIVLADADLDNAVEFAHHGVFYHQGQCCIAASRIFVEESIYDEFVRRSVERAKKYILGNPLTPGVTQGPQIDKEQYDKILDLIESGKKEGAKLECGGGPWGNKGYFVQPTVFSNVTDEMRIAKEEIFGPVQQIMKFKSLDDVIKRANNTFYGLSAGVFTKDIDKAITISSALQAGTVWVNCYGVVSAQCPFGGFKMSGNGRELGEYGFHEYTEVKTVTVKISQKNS
SMN2 splice enh: enhancers of SMN2 splice variant expression; HEK293 SMN2-luciferase splicing reporter, luminescence, 30-36 h; Potency, µM (highest dose often 46.1 µM), for the others: at the top dose activity change, positive = activation, usual class: activators; AID 1458; actives 2.8% (n = 210,000); also: % of control where 0% means no effect; nearly all actives have a fitted effect of over 55% in size
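HEK293 cells carry an SMN2 minigene-luciferase reporter in which exon 7 inclusion puts luciferase in frame. Cells were seeded at 2000 cells/well, attached for 10-12 hours, then exposed to compounds for 30-36 hours at 37C before ONE-Glo luminescence.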
Tau fibril ThT: inhibitors of human tau fibril formation, thioflavin T binding. P10636. recombinant tau K18 P301L, heparin-induced fibrillization, ThT fluorescence. Potency, µM (top dose mostly 57.4 µM), for inactives: top-dose activity, negative = inhibition, actives largely listed as inhibitors. actives 2.1% (n = 270,000). AID 1460; also: % is scaled to controls: 0 for no effect and ±100 for the full control effect; nearly all actives have a fitted effect of over 55% in size
Target sequence (P10636 561-689 P618L limits assumed): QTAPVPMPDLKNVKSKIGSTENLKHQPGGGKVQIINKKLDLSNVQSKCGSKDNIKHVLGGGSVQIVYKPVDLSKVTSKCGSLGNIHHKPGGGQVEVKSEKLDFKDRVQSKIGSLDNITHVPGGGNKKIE
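Tau K18 P301L fragment (15 uM unlabeled plus 0.24 uM Alexa 594-labeled) in 100 mM sodium acetate pH 7 with compound, fibrillization induced by 20 uM heparin for 6 hr at 37 C. Thioflavin T (30 uM) added, fluorescence read after 1 hr (ex 450, em 510 nm).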
HTT cytoprotect: protects HTT-Q103 PC12 cells, measured by ATP | PC12 HTT-Q103 induced, cytoprotection, ATP luminescence, 40 h | Potency, µM (top dose mostly 56.4 µM), without a hit: cytoprotection (ATP increase), usual class: activators | actives 0.14% (n = 230,000);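 also: % of control where 0% means no effect; nearly all actives have a fitted effect of over 45% in size; toxic huntingtin expression switched on by the ecdysone agonist tebufenozide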
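Rat PC12, Q103 Htt exon1-GFP fusion, ecdysone promoter; tebufenozide inducer 100 nM final; compound titration; qHTS, 1500 cells/well; ATPlite luminescent read.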
Tau FP inhib: inhibitors of human tau fibril formation; K18 P301L tau heparin fibrillization, Alexa594 FP, 6 h; Potency, µM (series often up to 57.7 µM), inactives show at the top dose activity, negative = inhibition, hits mostly inhibitors; actives 0.39% (n = 280,000); also: % is scaled to controls: 0 for no effect and ±100 for the full control effect; nearly all actives have a fitted effect of over 55% in size
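Compound effects on tau fibrillization are measured by Alexa 594 fluorescence polarization (ex 555, em 632 nm). K18 P301L tau is used at 15 uM with 0.24 uM labeled tracer, and 20 uM heparin induces aggregation over 6 hr at 37 C.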
Tau fluor counter: counter-screen for tau fibril formation inhibitors | tau K18 P301L (four-repeat tau fragment) Alexa594 fluorescence, heparin fibrillization | Potency, µM (highest dose often 57.7 µM), for the others: at the top dose activity change, negative = decrease | actives 0.93% (n = 280,000) | AID 1463; also: % is scaled to controls: 0 for no effect and ±100 for the full control effect; nearly all actives have a fitted effect of over 55% in size
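Human K18 P301L tau (15 uM unlabeled plus 0.24 uM Alexa 594-labeled, final) in 100 mM sodium acetate pH 7 was mixed with compound and 20 uM heparin and incubated 6 hr at 37 C.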
JMJD2E inh: inhibitors of human JMJD2E histone demethylase; B2RXH2; JMJD2E catalytic domain, FDH-coupled NADH fluorescence (FDH is formaldehyde dehydrogenase); Potency, µM (titrated, usually from 57.1 µM), for the others: at the top dose activity change, negative = inhibition, hits mostly inhibitors; actives 1.6% (n = 230,000); AID 2147; active = well fitted inhibition curve with a large enough effect, not every such curve was filed as active; inconclusive = small, poorly fitted or top-dose-only effect, or another doubt; inactive = no such curve, though single readings can be large or run the other way;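 also: 0% = wells with enzyme and -100% = buffer wells without enzyme; nearly all actives have a fitted effect of over 50% in size; many of its hits are not listed in these tables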
Target sequence (B2RXH2 1-337 limits assumed): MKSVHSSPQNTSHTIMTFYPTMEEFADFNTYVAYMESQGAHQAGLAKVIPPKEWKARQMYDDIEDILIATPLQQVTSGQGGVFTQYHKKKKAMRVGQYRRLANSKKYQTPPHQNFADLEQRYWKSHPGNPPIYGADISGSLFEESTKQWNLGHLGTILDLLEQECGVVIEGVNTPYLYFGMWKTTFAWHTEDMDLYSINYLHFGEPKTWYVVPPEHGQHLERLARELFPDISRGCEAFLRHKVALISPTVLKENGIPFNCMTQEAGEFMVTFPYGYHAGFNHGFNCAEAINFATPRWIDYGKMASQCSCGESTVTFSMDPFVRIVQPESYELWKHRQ
Numbers without * were called inactive; i = inactive; ? = inconclusive; / = not tested or not shown; & = joins results of further samples; [ ] = another dose, or the depositor's remark. Unless noted, calls follow the shape of the dose curve; as a rule, active = well fitted curve in the direction sought with a large enough effect; inconclusive = small, poorly fitted or top-dose-only effect, or another doubt; inactive = no such curve, though single readings can be large; an effect the other way counts as inactive or inconclusive. Potency is read from the fitted curve at half-maximal effect.

structure | HTT cytoprotect | JMJD2E inh | Tau FP inhib | HttQ103 aggreg | ALDH1A1 block | Tau fluor counter | SMN2 splice enh | Tau fibril ThT
Cc1c(/C=N/NC(=O)c2cccnc2)cc(C#N)n1C | 1% | 0% | 4% | 12% | -3% | 8% | 3% | 2%
CC1CCc2c(sc3ncnc(NCCN4CCOCC4)c23)C1 (stereo not given) | -15%[10 µM] | 1% | -8% | -3%[9.22 µM] | / | 2% | / | 1%
Cc1ccc2[nH]c(O)c(N=NC(=O)c3ccc(NS(=O)(=O)c4cccs4)cc3)c2c1 | -2%[10 µM] | -2% | -3% | -9%[9.22 µM] | / | ? | / | ?
CCOC(=O)Cn1nnnc1C(CC)N(Cc1cc2ccc(C)cc2[nH]c1=O)C1CCCC1 (stereo not given) | -20%[10 µM] | ? | -1% | -14% | 20µM* | -12% | ? | ?
COc1ccc(NC(=O)N2CCC(O)(c3cccnc3)CC2)c(OC)c1 | 11%[10 µM] | -1% | 2% | -6% | 12% | 6% | 27% | 1%
COc1ccccc1N1CCN(C(=O)Cn2ncc3ccsc3c2=O)CC1 | / | / | 6% | / | / | -3% | 21% | -1%
O=C(Nc1ccc(S(=O)(=O)N2CCOCC2)cc1)c1ccc(CN2CCc3ccccc3C2)cc1 | -77%[inhibitor] | -5% | -14% | ? | 1% | ? | -83%[inhibitor] | 8%
CC(=O)c1cc(N2CCOCC2)ccc1[N+](=O)[O-] | -23% | 0% | 3% | 3% | -5% | 0% | 20% | ?
COc1ccc(/C=C/C(=O)Nc2ccc3nc4c(c(Nc5ccc(OC)c(OC)c5)c3c2)CCCC4)cc1 | / | / | -4% | / | / | 16µM*[quencher] | -81%[inhibitor] | 25µM*
CCc1ccc(C(=O)COC(=O)CCc2nc3ccccc3c(=O)[nH]2)cc1 | / | ? | -3% | 6% | -11% | -6% | 15% | ?
COc1ccc(NC(=S)NNC(=O)Cn2nc(C(F)F)cc2C(F)F)cc1 | / | 4% | 4% | -17% | -5% | -1% | 10% | -13%
O=C(CSc1nc2ccccc2c(=O)n1-c1ccccc1)N1CCc2ccccc2C1 | 6%[10 µM] | -1% | ? | ? | ? | -25% | -36%[inhibitor] | ?
COc1ccc(OC)c2[nH]c(=O)c(CCNC(=O)C(=O)c3c[nH]c4ccccc34)cc12 | -40% | -2% | -16% | -3% | 6% | -17% | 22% | -10%
CC(=O)NC(Cc1ccc(C(C)C)cc1)C(=O)NC1CCN(c2nc(C)cc(C)n2)CC1 (stereo not given) | -4%[10 µM] | -1% | -3% | 7% | ? | -4% | 3% | -3%
O=C(NN1C(=O)C2C(C1=O)C1C=CC2C12CC2)c1ccc(Cl)cc1 (stereo not given) | 12%[10 µM] | 6% | -4% | 16%[9.22 µM] | / | -12% | / | -8%
Cc1cc(=O)[nH]c(SCC(=O)Nc2nc(-c3ccccc3)c(-c3ccccc3)o2)n1 | 13%[10 µM] | 3% | 3% | 14% | i | 3% | 11% | 6%
COC(=O)c1ccc(NC(=O)CSc2nnnn2C2CCCCC2)cc1 | -32%[10 µM] | 4% | 0% | -23% | -2% | 4% | 15% | -2%
Cn1cccc1C(C#N)(CC#N)c1cccc(F)c1C#N (stereo not given) | -17% | 9% | 7% | -1% | 9% | 3% | 2% | 0%
Nc1c(-c2nc(-c3ccc4c(c3)OCO4)cs2)c2ccccn2c1C(=O)c1ccccc1 | / | / | ? | / | / | ? | 18% | ?
CCOCCc1c(O)nc(SCC(=O)NCc2ccco2)[nH]c1=O | -27% | 0% | -7% | 27% | 1% | -7% | 8% | ?
Cn1nc(-c2ccc3c(c2)OCCO3)c2ccccc2c1=O | -31%[inhibitor] | -2% | 6% | ? | -8% | -3% | -62%[inhibitor] | -4%
Nc1nonc1C(=O)NCCNc1ccc([N+](=O)[O-])cn1 | 21% | 3% | 8% | -9% | -6% | -6% | -19% | -8%
O=C(c1ccc(N2CN(C(=O)c3ccco3)c3nc4ccccc4nc32)cc1)N1CCOCC1 | -12% | ? | -8% | 33% | ? | -6% | -10% | -8%
CC(C)(C)c1ccc(S(=O)(=O)NCC(=O)N2CCN(C(=O)c3ccco3)CC2)cc1 | 3%[0.074 µM] | 5% | 6% | 20% | 1.6µM* | 4% | -8% | -1%
COc1ccc(C(=O)CSc2nnc(-c3ccco3)n2CC2CCCO2)cc1 (stereo not given) | 6%[10 µM] | -5% | -2% | -1% | ? | -1% | -1% | 0%
OCCNC(=S)Nc1ccc(Cl)c(Cl)c1 | 17%[10 µM] | 3% | -5% | 3% | 13% | -6% | 15% | -2%
COCCNC(=O)C(c1ccc(Cl)cc1)N(CCOC)C(=O)CCC(=O)Nc1nccs1 (stereo not given) | 12%[10 µM] | -5% | -6% | 0%[9.22 µM] | 9% | 7% | 2% | 5%
COc1ccc2sc(C)[n+](C)c2c1 | 11µM* | 20µM* | -20% | -21% | ? | -9% | / | ?
Nc1c(C(=O)C2CC2)sc2nc3c(cc12)CCC3 | 11%[10 µM] | ? | 5% | -3%[9.22 µM] | -11% | -21% | / | ?
COc1ccc(CNC(=O)c2ccccc2C(=O)O)cc1 | / | 11% | 9% | 10% | 11% | 0% | -13% | -3%
COc1ccc(C(=O)OCC2CC(c3ccccc3)N(C)O2)cc1 (stereo not given) | 6% | 8% | 8% | 5% | -1% | -5% | -20% | -4%
COc1cccc(NC(=O)/C(C#N)=C\c2cn(Cc3ccc(Cl)cc3)c3ccccc23)c1 | / | / | ? | / | / | -21% | -49%[inhibitor] | 2%
CCOC(=O)C(C)N1C(=O)S/C(=C/c2ccc3c(c2)n(C)c(=O)n3C)C1=O (stereo not given) | 27% | -6% | -1% | -1% | -7% | -6% | 8% | -3%
CCCCCCNCc1c(F)cccc1Cl | 12%[10 µM] | 2% | 2% | 20% | -2% | 6% | -30%[inhibitor] | 3%
Cc1ccc(OCC(=O)NC2CC(C)(C)NC(C)(C)C2)cc1C | -2%[10 µM] | -16% | -8% | 17%[9.22 µM] | 0% | -1% | / | 2%
CC(C)OCCCNC(=O)CCSc1ccc(Cl)cc1 | 16% | -2% | -3% | 28% | 9% | -7% | -3% | -1%
Cc1nnc(SCC2=C(C(=O)O)N3C(=O)C(NC(=O)Cn4nc(C(F)F)cc4C)C3SC2)s1 (stereo not given) | -9% | -8% | -13% | 16% | -8% | -3% | 10% | ?
CCCCN1C(C(=O)c2ccccc2)=C(OC(=O)CC)c2ccccc2S1(=O)=O | / | / | -9% | / | / | -21% | -73%[inhibitor] | ?
COC(=O)c1ccccc1NC(=O)CCS(=O)(=O)c1nc(-c2ccc3c(c2)OCO3)cc(C(F)(F)F)n1 | / | / | -2% | / | / | -9% | 1% | -10%
CC1(C)OC1COc1c2ccoc2cc2oc(=O)ccc12 (stereo not given) | -6%[10 µM] | 32µM* | 12% | -1%[9.22 µM] | ? | -11% | / | -7%
CC(=O)NCC(=O)OCC(=O)c1ccc2ccccc2c1 | -12% | ? | -4% | 11% | ? | -6% | -16% | -5%
O=C(COc1ccc2c(C(F)(F)F)cc(=O)oc2c1)Nc1ccc2c(c1)OCCO2 | -15% | 6% | -5% | 18% | 0% | -10% | -8% | -8%
CC1CN(C(=O)C2CCCC2)C(C)CN1C(=O)C1CCCC1 (stereo not given) | -3%[10 µM] | 10% | 0% | 3% | 12% | 9% | -8% | 9%
CCN1C(=O)/C(=C/c2cn(C)nc2C)SC1=S | -13% | -3% | -5% | 7% | 4µM* | -7% | -1% | -13%
CC(=O)c1ccc(N2CCN(C(=O)CCCc3nc4ccccc4s3)CC2)cc1 | / | 5% | 7% | 6% | ? | -19% | -53%[inhibitor] | ?
Cc1cc(C)cc(-n2c(SCC(=O)NCc3ccco3)nc3ccccc3c2=O)c1 | -7% | 3% | 2% | ? | 2% | -4% | 1% | -6%
CCN(CC)c1ccc(/C=N/NC(=O)c2ccco2)c(O)c1 | -79%[inhibitor][10 µM] | 14µM* | 13% | ? | / | ? | / | ?
CNc1nc(-c2ccccc2)cc(C)c1S(C)(=O)=O | -24% | ? | -5% | 2% | ? | -8% | 2% | 0%
Cc1ccc(CNC(=O)COC(=O)c2ccc(Br)cc2)cc1 | / | -1% | -8% | -17% | 11% | 2% | 4% | -1%
O=C(CNCc1cccs1)Nc1ccc(N2CCCCCC2)cc1 | -37%[inhibitor] | ? | 7% | 1% | 22µM* | -23% | -2% | ?

Remaining list, next part.
structure | HTT cytoprotect | JMJD2E inh | Tau FP inhib | HttQ103 aggreg | ALDH1A1 block | Tau fluor counter | SMN2 splice enh | Tau fibril ThT
C[N+]12CCC(CC1)C(OC(=O)C(O)(c1ccccc1)c1ccccc1)C2 (stereo not given) | 17% | 8%&-1% | -8%&0% | -7% | 13%&6% | -10%&-6% | -23%&-10% | -9%&-4%
CCCC(=O)Nc1ccccc1NC(=O)C1CCCCC1 | -2% | -2% | 5% | -2% | 2% | 10% | 25% | -4%
Cn1c(C(O)c2ccc(Br)cc2)nc(Cl)c1Cl (stereo not given) | 1%[10 µM] | 0% | -1% | -10%[9.22 µM] | / | -17% | / | -7%
COc1ccc(OC)c(C(=O)Cn2c3[n+](c4ccc(C(F)(F)F)cc42)CCCCC3)c1 | -19%[10 µM] | -6% | -2% | ? | 2% | -2% | -2% | 0%
COc1ccc(S(=O)(=O)N2c3ccccc3OCC2c2ccccc2)cc1 (stereo not given) | -39%[10 µM] | -2% | ? | -20% | 4% | ? | -46%[inhibitor] | -2%
Cc1ccc(C(C)C)c(OCc2nn(CC(=O)c3ccc(Cl)cc3)c3[n+]2CCCCC3)c1 | -8% | 2% | -19% | ? | -8% | ? | -10% | ?
Cc1ccc(-c2nnc(N3CCN(c4ccccn4)CC3)c3ccccc23)cc1 | 8%[1.9 µM] | -4% | 10% | ? | -11% | 2% | -35%[inhibitor] | ?
O=C(c1ccco1)N1CCN(C(=O)C(Cc2ccccc2)NS(=O)(=O)c2cccs2)CC1 (stereo not given) | -30% | -9% | -8% | 25% | 14µM* | -17% | 1% | -20%

Not all compounds are listed; count on the stated rates, not on these rows.
